CHO parental Ca = signal in parental CHO cells, OX1R antagonist counter-screen; parental CHO-K1, ATP-induced calcium, Fluo-8 fluorescence; inhibition, % at 5.6 µM; hit rate 0.63% among 330,000; AID 463079;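 active = inhibition above that plate's mean sample inhibition plus 3 SD, cut at about 26% in these data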;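 also: 0% = ATP-challenged DMSO wells and 100% = DMSO wells without ATP; some compounds past the cut are filed as inactive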
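Material: parental CHO cells / Compound: single nominal dose of 5.6 µM per compound / Signal: Fluo-8 fluorescence / Replicates: singlicate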
CHRM1 agonist = activates human CHRM1 receptor | P11229 | CHO-K1 hM1, Fluo-8 calcium fluorescence, agonist mode; 0% DMSO, 100% acetylcholine EC100 | activation, % at 3 µM | hit rate 0.33% among 360,000;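 active = activation above the run's mean compound activation plus 3 SD, cut at about 16% in these data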;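 also: peak over basal fluorescence ratio within a 140 s kinetic read after compound addition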
Target sequence (P11229 whole entry, looked up): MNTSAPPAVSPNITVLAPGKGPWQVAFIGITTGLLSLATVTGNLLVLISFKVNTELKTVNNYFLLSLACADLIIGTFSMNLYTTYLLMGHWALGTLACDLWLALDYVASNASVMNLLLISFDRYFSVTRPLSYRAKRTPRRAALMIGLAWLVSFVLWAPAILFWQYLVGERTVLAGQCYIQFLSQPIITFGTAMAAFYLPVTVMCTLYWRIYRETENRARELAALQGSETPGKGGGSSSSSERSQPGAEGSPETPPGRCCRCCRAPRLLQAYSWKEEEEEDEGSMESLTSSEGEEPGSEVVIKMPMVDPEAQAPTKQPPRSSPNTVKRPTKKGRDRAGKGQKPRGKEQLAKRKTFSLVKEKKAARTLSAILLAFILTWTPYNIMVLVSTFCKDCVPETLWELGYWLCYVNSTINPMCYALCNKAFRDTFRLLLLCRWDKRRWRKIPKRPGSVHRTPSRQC
M1 PAM = positive allosteric modulators of human M1 muscarinic receptor | activation, % at 3 µM | hit rate 0.088% among 360,000 | AID 588819 | P11229 | CHO-K1 hM1, Fluo-8 calcium fluorescence, ACh EC20; 0% = ACh EC20, 100% = maximal ACh; in the data active = activation above about 19%, passing the limit was not always enough
M4 antag = antagonists of human muscarinic M4 receptor (CHRM4); CHO-hM4 cells, ACh EC80, Fluo-8 calcium fluorescence; inhibition, % at 3 µM; hit rate 0.73% among 360,000; AID 624125;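 active = inhibition above its plate's cutoff, the mean inhibition of sample wells plus 3 SD, cut at about 27% in these data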;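 also: 0% = acetylcholine EC80 with DMSO and 100% = DMSO without agonist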
Target sequence (P08173 whole entry, looked up): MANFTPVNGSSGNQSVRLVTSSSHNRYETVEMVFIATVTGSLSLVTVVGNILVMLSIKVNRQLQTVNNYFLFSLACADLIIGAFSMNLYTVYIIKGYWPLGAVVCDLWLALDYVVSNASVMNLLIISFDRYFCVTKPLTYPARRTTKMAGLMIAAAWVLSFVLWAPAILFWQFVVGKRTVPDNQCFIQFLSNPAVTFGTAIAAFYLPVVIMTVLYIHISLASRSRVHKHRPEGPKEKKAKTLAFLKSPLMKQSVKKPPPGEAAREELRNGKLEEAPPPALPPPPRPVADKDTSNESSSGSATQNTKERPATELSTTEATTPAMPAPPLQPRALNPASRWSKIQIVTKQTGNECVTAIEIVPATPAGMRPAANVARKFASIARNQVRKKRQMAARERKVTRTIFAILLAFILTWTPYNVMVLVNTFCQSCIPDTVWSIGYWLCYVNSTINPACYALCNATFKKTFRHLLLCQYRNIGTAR
M4 ag = agonists of human muscarinic M4 receptor (CHRM4). P08173. CHO-K1 hM4/Gqi5, Fluo-8 calcium fluorescence; vehicle 0%, full acetylcholine response 100%. activation, % at 3 µM. hit rate 0.14% among 360,000. AID 624127;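 active = activation above the run mean over all test wells plus 3 SD, cut at about 32% in these data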;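 also: peak over basal fluorescence ratio per well then scaled between controls; 0% = DMSO wells and 100% = acetylcholine at EC100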
M1 ag parental = M1 agonist counterscreen hit in parental CHO-K1 cells; Fluo-8 calcium fluorescence; scaled to maximal ATP response, vehicle zero; activation, % at 3 µM; hit rate 0.48% among 360,000; AID 602248; in the data active = activation above about 15%;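 also: untransfected CHO-K1 host cells lacking M1 receptor as counterscreen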
M1 antag = human CHRM1 antagonism. P11229. CHO-K1 hM1, Fluo-8 calcium fluorescence, ACh EC80 antagonist. inhibition, % at 3 µM. hit rate 1.3% among 360,000;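 active = percent inhibition above its own plate's cutoff, namely the mean of that plate's compound wells plus 3 SD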;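 also: peak over basal fluorescence ratio during 140 s after agonist addition; 0% = ACh EC80 plus DMSO and 100% = DMSO alone without agonist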
OXTR potentiate = human OXTR potentiation; P30559; AID 2445; hit rate 0.061% among 320,000; activation, % at 3 µM; CHO-OTR cells, Fluo-8 calcium fluorescence, potentiator mode; 0% = oxytocin EC15, 100% = EC100;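 active = activation above that plate's cutoff, the mean activation of tested compounds plus 3 SD, cut at about 6.6% in these data, passing the limit was not always enough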;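 also: 100% uses oxytocin at 75 nM as the full agonist control; some results filed as inactive read as strong as hits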
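Assay system: CHO cell line stably expressing human OTR. Reagent: EC15 oxytocin agonist. Dosing: single dose, 3.0 µM nominal final compound concentration. Timing: compound 6 min at room temperature before oxytocin, 100 s read. Signal: kinetic Fluo-8 calcium fluorescence. Controls: oxytocin EC15 low and EC100 high.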
CHO-K1 Ca antag = M1 antagonist counterscreen hit in parental CHO-K1 cells; ATP-induced calcium, Fluo-8 fluorescence; inhibition, % at 3 µM; hit rate 0.6% among 360,000; AID 602250;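 active = inhibition above a per-plate cutoff, the plate's mean sample inhibition plus 3 SD, cut at about 24% in these data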;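 also: 0% = DMSO plus EC80 ATP and 100% = DMSO alone without ATP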
Starred values were filed as active, the others as inactive; . = not tested or not shown. This is a random part of the collection; any-hit rate near 2.9%.

SMILES	CHO parental Ca	CHRM1 agonist	M1 PAM	M4 antag	M4 ag	M1 ag parental	M1 antag	OXTR potentiate	CHO-K1 Ca antag
CC(=O)c1ccc(OCc2cc(C(=O)N3CCC(Oc4ccccc4C)CC3)no2)cc1	12	-2	-6	-5	12	2.5	0	-14	-12
Cc1cc(C)n2nc(SCC(=O)c3cccs3)nc2n1	-9	-5	-1	-5	9	3.1	2	-4	-11
CC(C)(C)OC(=O)N[C@@H](Cc1ccccc1)C(=O)N1CCC(C(=O)N[C@@H](Cc2c[nH]c3ccccc23)C(=O)O)CC1	-6	1	8	-7	1	-0.1	1	-9	-5
CCC(=O)c1ccc(OCC(=O)OCC(=O)c2cc(C)n(CC3CCCO3)c2C)cc1 (stereo not given)	-5	-1	10	-3	6	4.1	-13	-11	-3
O=C(NCc1cccnc1)C(=O)Nc1nc(-c2ccccc2)cs1	5	2	12	13	2	1.2	-13	-9	-7
COc1ccc(CNC(=O)CN2CCN(S(=O)(=O)c3c(C)c(C)cc(C)c3C)CC2)cc1OC	-12	-3	3	4	14	5.2	-6	-1	-15
CCc1ccc(C(=O)NC(=S)Nc2ccc3c(c2)OCCO3)cc1	-20	-8	4	-6	-1	-0.2	-6	-2	10
Cc1csc(=O)n1CCC(=O)OCC(=O)NCc1ccc(F)cc1	2	-2	9	8	0	0.1	-18	-16	8
CN(Cc1cc(=O)n2ccsc2n1)C1CCCCC1	-10	-4	8	3	1	-0.8	2	-7	4
O=C(c1[nH]c(C(F)(F)F)nc1-c1ccccc1)N1CCN(CCN2CCOCC2)CC1	.	0	8	7	1	-0.1	-38	.	-18
Cc1ccc2c(CN3C(=O)NC4(CCCCC4)C3=O)cc(=O)oc2c1C	-16	-6	7	2	2	5.8	-6	-8	-7
Cc1ccc(-c2nnc(N3CCN(C(=O)CN4C(=O)c5ccccc5C4=O)CC3)c3ccccc23)cc1	-1	-2	6	-1	0	0.3	-7	-9	-7
CCn1c(SCC(=O)c2ccc3ccccc3c2)nnc1-c1ccco1	-9	-1	5	9	0	-0.9	5	-4	10
COCCCn1c(-c2cccs2)nc2nc3ccccc3nc21	-10	-3	0	-5	10	2.8	-4	-6	-5
O=C(Cc1ccccc1F)Nc1cc(S(=O)(=O)N2CCOCC2)ccc1N1CCOCC1	-17	-2	8	-10	4	0.9	-6	-6	-2
Cc1ccc(N(CC(=O)NC2CCCCC2C)S(=O)(=O)c2c(C)noc2C)cc1 (stereo not given)	7	-2	-3	1	2	-0.3	16	-10	6
O=C(NN=C1CCN(Cc2ccccc2)CC1)c1ccccc1	-15	-5	6	-7	1	0.7	0	-11	-7
O=C(CSc1ccc(-c2ccncc2)nn1)N1CCCCC1	-8	-5	11	-1	3	1.1	-3	-3	-3
O=C(CCS(=O)(=O)c1ccc(Cl)cc1)NCCC1=CCCCC1	-15	-3	-2	-5	2	0.3	5	-4	4
Cc1cc(C)nc(NC(=O)c2cccc(Cl)c2)n1	-7	4	12	4	1	0.3	-8	2	-7
COc1cc(OC)cc(C(=O)Nc2nc(CC(=O)NCCc3ccccc3)cs2)c1	-40	-3	-5	-9	15	3.6	13	10	-3
O=C(CSc1nc(-c2ccco2)cc(C(F)(F)F)n1)NC1CCCCCCC1	-18	-3	6	7	-1	0.7	-8	-1	-2
Cc1noc(C)c1COc1ccccc1C(=O)NCCc1ccc(S(N)(=O)=O)cc1	0	-1	1	5	2	0.5	3	0	1
Cc1cccc(Nc2nc(N)c([N+](=O)[O-])c(NCc3ccccc3)n2)c1	-40	-2	18	-12	-1	1.0	-24	-13	-16
COc1ccc(C(c2nnnn2CCc2ccccc2)N2CCN(C3CCCC3)CC2)cc1OC (stereo not given)	-27	-5	0	-7	2	-0.7	-1	5	14
Next part
SMILES	CHO parental Ca	CHRM1 agonist	M1 PAM	M4 antag	M4 ag	M1 ag parental	M1 antag	OXTR potentiate	CHO-K1 Ca antag
COc1cccc(C(=O)Nc2ccc3c(c2)C(=O)NC3=O)c1	-2	0	13	-14	4	1.7	-22	-4	1
CC1(Cc2cn(CCC#N)c3ccccc23)OCCO1	-7	-3	0	4	1	0.0	-25	-7	9
CCOc1cc(S(=O)(=O)NCc2ccc3c(c2)OCO3)c(C)cc1C	-17	-3	1	8	-1	-0.4	-21	-15	-2
CSc1ccccc1OCc1cc(C(=O)N2CCN(c3ccccc3)CC2C)no1 (stereo not given)	-10	-4	-3	-7	3	0.2	-1	-12	-6
CNC(=O)C1CC(=O)N(c2ccc(C)cc2)C1 (stereo not given)	-3	-4	4	2	2	0.0	-7	-6	-18
N#Cc1ccc(/C=C/C(=O)c2ccc3c(c2)OCO3)cc1	-9	-7	2	-19	1	0.1	-12	-13	-21
CC(=O)Nc1cccc(-n2nnc(SCC(=O)N(C)c3ccccc3)n2)c1	-17	-2	5	-7	3	0.6	-12	-7	9
O=C(N/N=C/c1ccncc1)c1cc(Br)ccc1OCc1ccccc1	-25	-10	-5	0	3	2.3	-1	1	-4
CC1CCC(=NNC(=O)Cc2cccn2C)CC1 (stereo not given)	-4	-3	10	0	0	0.4	-2	-6	-9
CCOc1cc(CNc2ccc3[nH]c(=O)[nH]c3c2)ccc1OCC(=O)NC(C)(C)C	1	-3	8	-4	3	0.9	-5	-18	3
COc1cc(C(=O)C(=O)c2cc(OC)c(O)c(OC)c2)cc(OC)c1O	-11	-4	12	-1	-1	1.0	-17	-1	-9
COc1cccc(N(C(=O)c2snc(C(N)=O)c2N)C(C(=O)NCc2ccccc2)c2ccc(O)cc2)c1 (stereo not given)	-2	-3	-3	6	12	5.4	7	-12	-2
CCN(C[C@H]1N[C@@](C)(C(=O)OC)[C@H]2C(=O)N(Cc3ccccc3)C(=O)[C@@H]12)C(=O)Nc1ccc(Cl)cc1	-28	-1	-4	-4	0	-0.4	3	-1	-6
Cc1ccc(CNC(=O)c2cc(=O)c3ccc(C)cc3o2)cc1	-12	-1	0	5	7	2.2	-6	-10	5
Cc1c(CCC(=O)NCCC(=O)O)c(=O)oc2c(C)c3oc4c(c3cc12)CCCC4	0	-7	3	-5	0	-0.3	-2	2	8
CCn1nc(C)cc1-c1nnc(SCC(=O)Nc2ccccc2)n1CCCOC	-10	-2	2	5	11	4.4	2	-4	-3
CCOC(=O)C1C(=O)C=C(c2cccs2)CC1c1ccccc1 (stereo not given)	-23	-5	-7	7	5	2.9	7	-4	3
O=C(O)c1cc(NS(=O)(=O)c2ccc(N3CCOCC3)c([N+](=O)[O-])c2)cc(C(=O)O)c1	-5	-2	9	4	0	0.0	-13	-1	1
CCC1CCCCN1CCCNC(=O)CCCOc1cc(=O)n(C)c2ccccc12 (stereo not given)	2	-10	-29	15	0	0.0	49*	-4	-6
Cc1nc(-[n+]2nc(-c3ccncc3)nn2-c2ccccc2)sc1C	.	-14	-6	9	-1	0.2	6	.	-14
CN(Cc1ccccc1)C(=O)c1ccccc1C(=O)O	-9	-5	9	-4	1	0.5	-3	-13	-11
Nc1c(-c2cccs2)cnn1-c1nc(-c2ccc(F)cc2)cs1	-15	-4	10	-3	0	0.2	-12	-2	-6
COCCCN1C(=O)/C(=C\c2cccs2)C(C(=O)OC)=C1C	-18	-7	7	8	2	0.9	-5	-4	-12
Cc1cccc(NC(=O)c2cc3c(=O)n4ccccc4nc3n(CC(C)C)c2=N)c1	-13	-2	12	-10	0	-0.1	-8	-5	-2
COC(=O)C1(CCSC)NC(c2ccc(OC)cc2OC)C2C(=O)N(c3cccc(C(C)=O)c3)C(=O)C21 (stereo not given)	-17	2	4	-5	5	2.4	-13	3	1
C/C=C/C=N/Nc1nc(C)cc(=O)[nH]1	3	-4	3	-6	0	1.5	-6	-4	-4
O=C(O)/C=C\c1ccccc1Oc1ccc(F)cc1	-12	1	19	0	1	0.2	-17	-11	8
CCOC(=O)c1ccc(S(=O)(=O)NNC(=O)COc2ccccc2C)cc1	-7	-3	4	-11	2	1.0	-5	-1	-17
Cc1nnc(SCc2cc([N+](=O)[O-])cc3c2OCOC3)n(N)c1=O	-11	-1	-2	-5	5	0.6	11	0	0
CC(C)Cn1c(SCC(=O)N2CC(=O)Nc3ccccc32)nc2ccccc21	-26	-10	-2	4	1	1.5	-3	-5	-2

17 entries already listed, sorted by number of heavy atoms, high to low.
SMILES	CHO parental Ca	CHRM1 agonist	M1 PAM	M4 antag	M4 ag	M1 ag parental	M1 antag	OXTR potentiate	CHO-K1 Ca antag
COc1cccc(N(C(=O)c2snc(C(N)=O)c2N)C(C(=O)NCc2ccccc2)c2ccc(O)cc2)c1 (stereo not given)	-2	-3	-3	6	12	5.4	7	-12	-2
COC(=O)C1(CCSC)NC(c2ccc(OC)cc2OC)C2C(=O)N(c3cccc(C(C)=O)c3)C(=O)C21 (stereo not given)	-17	2	4	-5	5	2.4	-13	3	1
CCN(C[C@H]1N[C@@](C)(C(=O)OC)[C@H]2C(=O)N(Cc3ccccc3)C(=O)[C@@H]12)C(=O)Nc1ccc(Cl)cc1	-28	-1	-4	-4	0	-0.4	3	-1	-6
O=C(O)c1cc(NS(=O)(=O)c2ccc(N3CCOCC3)c([N+](=O)[O-])c2)cc(C(=O)O)c1	-5	-2	9	4	0	0.0	-13	-1	1
Cc1cccc(NC(=O)c2cc3c(=O)n4ccccc4nc3n(CC(C)C)c2=N)c1	-13	-2	12	-10	0	-0.1	-8	-5	-2
CCn1nc(C)cc1-c1nnc(SCC(=O)Nc2ccccc2)n1CCCOC	-10	-2	2	5	11	4.4	2	-4	-3
CC(C)Cn1c(SCC(=O)N2CC(=O)Nc3ccccc32)nc2ccccc21	-26	-10	-2	4	1	1.5	-3	-5	-2
CC(=O)Nc1cccc(-n2nnc(SCC(=O)N(C)c3ccccc3)n2)c1	-17	-2	5	-7	3	0.6	-12	-7	9
O=C(N/N=C/c1ccncc1)c1cc(Br)ccc1OCc1ccccc1	-25	-10	-5	0	3	2.3	-1	1	-4
CCOc1cc(S(=O)(=O)NCc2ccc3c(c2)OCO3)c(C)cc1C	-17	-3	1	8	-1	-0.4	-21	-15	-2
Cc1nc(-[n+]2nc(-c3ccncc3)nn2-c2ccccc2)sc1C	.	-14	-6	9	-1	0.2	6	.	-14
Nc1c(-c2cccs2)cnn1-c1nc(-c2ccc(F)cc2)cs1	-15	-4	10	-3	0	0.2	-12	-2	-6
COc1cccc(C(=O)Nc2ccc3c(c2)C(=O)NC3=O)c1	-2	0	13	-14	4	1.7	-22	-4	1
CC1(Cc2cn(CCC#N)c3ccccc23)OCCO1	-7	-3	0	4	1	0.0	-25	-7	9
O=C(O)/C=C\c1ccccc1Oc1ccc(F)cc1	-12	1	19	0	1	0.2	-17	-11	8
CC1CCC(=NNC(=O)Cc2cccn2C)CC1 (stereo not given)	-4	-3	10	0	0	0.4	-2	-6	-9
CNC(=O)C1CC(=O)N(c2ccc(C)cc2)C1 (stereo not given)	-3	-4	4	2	2	0.0	-7	-6	-18
